TIM10 inh: inhibits growth of TIM10 yeast strain; S. cerevisiae TIM10 strain growth, BacTiter-Glo luminescence, 24 h; inhibition, % at 10 µM; 330,000 compounds, 1.4% hits;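 active = inhibition of 40% or more at the single tested concentration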;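 also: wild-type TIM10 isogenic control strain grown at permissive 25 °C; 0% = DMSO yeast wells and 100% = minimal medium wells without yeast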
tim23-1 inh: tim23-1 yeast growth inhibition. S. cerevisiae tim23-1 growth, BacTiter-Glo luminescence, 24 h. inhibition, % at 20 µM. 330,000 compounds, 1.3% hits;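 active = growth inhibition of the mutant yeast at or above 50%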;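 also: temperature-sensitive mutant grown at 25 °C; plate controls were DMSO-treated mutant yeast for no effect and medium wells lacking yeast for full effect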
tim10-1 inh: growth inhibitors of tim10-1 mutant yeast; 330,000 compounds, 2.2% hits; inhibition, % at 20 µM; S. cerevisiae tim10-1 ts strain growth, BacTiter-Glo, 24 h;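 active = inhibition of at least 40%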;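 also: mutant grown at 25 °C; 0% = DMSO wells with yeast and 100% = wells holding no yeast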
UPR CHOP act: apoptotic UPR (CHOP) activation; CHO-CHOP luciferase reporter, luminescence; percent of tunicamycin response over DMSO baseline; activation, % at 10 µM; 330,000 compounds, 0.34% hits;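 active = at 10 µM dose, activation of 40% or more, normalized to positive control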;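 also: 100% = tunicamycin at 10 µg/mL and 0% = DMSO alone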
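measured by = luciferase luminescence | assay system = CHO-CHOP cells, stable luciferase reporter of PERK-eIF2a-CHOP signalling | amount = 500 reporter cells seeded per well | timing = 6 h compound exposure at 37 °C after overnight seeding | controls = positive tunicamycin 10 µg/mL, negative DMSO alone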
UPR XBP1 act: adaptive UPR (XBP1) activation; CHO-XBP1 luciferase reporter, IRE1-XBP1 UPR activation, luminescence; percent of tunicamycin response, DMSO as zero; activation, % at 20 µM; 330,000 compounds, 0.33% hits; AID 463104;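 active = versus positive control, 20 µM dose yields 30% or more activation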;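 also: 100% = tunicamycin at 10 µg/mL and 0% = DMSO only wells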
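Assay system: CHO-XBP1 luciferase reporter cells; Schedule: 6 h treatment, 37 °C; Detection: glow luminescence from Steady-Glo reagent; Benchmarks: high control tunicamycin 10 µg/mL final, low control DMSO vehicle only.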
697 NFkB inh: inhibitors of the PMA/ionomycin-induced NF-kB reporter in 697 B cells | 697 B-cell NF-kB luciferase reporter, 16 h | 330,000 compounds, 0.33% hits | inhibition, % at 4 µM | AID 435022; in the data active = inhibition above about 35%
Mdm2-MdmX inh: human Mdm2/MdmX binding inhibition | AID 485346 | SaOS-2 split-luciferase Mdm2/MdmX complementation, luminescence | inhibition, % at 8 µM | 330,000 compounds, 3% hits;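 active = inhibition of at least 50% at 8 µM in the primary screen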
Target sequence (O15151 whole entry, looked up): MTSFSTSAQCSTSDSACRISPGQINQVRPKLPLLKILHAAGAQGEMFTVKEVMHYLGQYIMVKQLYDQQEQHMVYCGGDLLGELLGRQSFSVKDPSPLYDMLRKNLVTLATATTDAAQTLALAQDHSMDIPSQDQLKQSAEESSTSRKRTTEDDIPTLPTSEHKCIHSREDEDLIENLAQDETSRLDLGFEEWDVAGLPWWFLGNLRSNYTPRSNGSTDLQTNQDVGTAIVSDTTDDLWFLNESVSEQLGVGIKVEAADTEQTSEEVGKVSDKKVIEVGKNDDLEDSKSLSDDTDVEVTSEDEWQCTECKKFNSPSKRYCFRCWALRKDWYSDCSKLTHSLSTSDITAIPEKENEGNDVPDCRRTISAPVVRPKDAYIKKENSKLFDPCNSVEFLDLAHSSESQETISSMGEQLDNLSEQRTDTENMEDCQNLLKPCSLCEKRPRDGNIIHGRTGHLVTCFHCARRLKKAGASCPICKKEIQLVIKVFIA
Target sequence (Q00987 whole entry, looked up): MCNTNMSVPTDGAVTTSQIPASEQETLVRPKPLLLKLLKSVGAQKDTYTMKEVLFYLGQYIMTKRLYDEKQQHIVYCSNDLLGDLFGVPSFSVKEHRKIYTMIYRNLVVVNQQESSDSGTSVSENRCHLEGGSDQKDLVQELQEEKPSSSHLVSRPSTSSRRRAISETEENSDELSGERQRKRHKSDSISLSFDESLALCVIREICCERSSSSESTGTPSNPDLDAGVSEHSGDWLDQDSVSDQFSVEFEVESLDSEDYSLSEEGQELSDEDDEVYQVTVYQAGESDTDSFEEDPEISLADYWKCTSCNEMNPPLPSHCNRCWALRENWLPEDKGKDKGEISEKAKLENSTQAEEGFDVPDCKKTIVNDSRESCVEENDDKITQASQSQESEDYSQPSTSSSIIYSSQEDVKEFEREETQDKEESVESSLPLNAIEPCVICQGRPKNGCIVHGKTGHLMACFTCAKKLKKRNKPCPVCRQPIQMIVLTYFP
Jurkat NFkB inh: inhibitors of the PMA/ionomycin-induced NF-kB reporter in Jurkat cells; PMA/ionomycin-induced NF-kB luciferase reporter, luminescence; inhibition, % at 4 µM; 330,000 compounds, 0.53% hits; in the data active = inhibition above about 50%
Numbers without * were called inactive.

`CCOc1ccc(NC(=O)CN(C)C(=O)c2cc(-c3cccs3)nn2-c2ccccc2)cc1OCC` gave TIM10 inh -6, tim23-1 inh -6, tim10-1 inh -10, UPR CHOP act -0.9, UPR XBP1 act 0, 697 NFkB inh -3, Mdm2-MdmX inh 26 and Jurkat NFkB inh -12.
`CC(C)(C)c1cc(-c2n[nH]c(=S)n2-c2ccccc2F)n[nH]1` gave TIM10 inh 4, tim23-1 inh 23, tim10-1 inh 11, UPR CHOP act 0.6, UPR XBP1 act 2, 697 NFkB inh -27, Mdm2-MdmX inh 7 and Jurkat NFkB inh -14.
CN(C)S(=O)(=O)n1cnc([C@@H]2[C@@H]3C(=O)OC[C@@H]3C[C@]23N=CN(Cc2ccccc2)C3=O)c1 was read as TIM10 inh 6, tim23-1 inh -8, tim10-1 inh -5, UPR CHOP act 2.6, UPR XBP1 act 0, 697 NFkB inh 16, Mdm2-MdmX inh 7 and Jurkat NFkB inh 7.
C/C=C/c1ccc(OCCOCCNCc2ccccc2)c(OC)c1 was read as TIM10 inh 11, tim23-1 inh 6, tim10-1 inh 5, UPR CHOP act 1.2, UPR XBP1 act -5, 697 NFkB inh -1, Mdm2-MdmX inh 1 and Jurkat NFkB inh -4.
COCCN(Cc1nc(C2(c3ccc(C)cc3)CCCC2)no1)C(C)C was read as TIM10 inh 7, tim23-1 inh 30, tim10-1 inh 33, UPR CHOP act -0.6, UPR XBP1 act -3, 697 NFkB inh -12, Mdm2-MdmX inh 13 and Jurkat NFkB inh 4.
Screening Cc1cc[n+](CC(=O)Nc2nc3ccccc3s2)cc1 returned TIM10 inh 19, tim23-1 inh -9, tim10-1 inh 7, UPR CHOP act -1.2, UPR XBP1 act 2, 697 NFkB inh -3, Mdm2-MdmX inh 4 and Jurkat NFkB inh -7.
`COc1ccccc1CN1C[C@@H]2C[C@@H](c3ccccc3OC)N3CCC[C@@]23C1=O` gave TIM10 inh -2, tim23-1 inh 2, tim10-1 inh 17, UPR CHOP act -0.7, UPR XBP1 act -4, 697 NFkB inh 8, Mdm2-MdmX inh 21 and Jurkat NFkB inh -9.
Screening CC(=O)Nc1ccc(SCC(=O)OCC(=O)NC(=O)NC2CCCC2)cc1 returned TIM10 inh -13, tim23-1 inh 5, tim10-1 inh 0, UPR CHOP act 0.2, UPR XBP1 act -2, 697 NFkB inh 6, Mdm2-MdmX inh 29 and Jurkat NFkB inh 12.
For COc1ccc(-n2nc(C(=O)Nc3cc(OC)c(OC)c(OC)c3)c3ccccc3c2=O)c(OC)c1 the results were TIM10 inh 16, tim23-1 inh 12, tim10-1 inh 11, UPR CHOP act -2.0, UPR XBP1 act 8, 697 NFkB inh 17, Mdm2-MdmX inh 12 and Jurkat NFkB inh 11.
`COc1ccc(NC(=O)C2CCCN(S(=O)(=O)c3cccc4nonc34)C2)cc1` (stereo not drawn) gave TIM10 inh 0, tim23-1 inh -3, tim10-1 inh 6, UPR CHOP act 2.8, UPR XBP1 act -2, 697 NFkB inh -25, Mdm2-MdmX inh 11 and Jurkat NFkB inh -5.
`CCc1c(C(=O)OC)nnc2cc(C)nn12` gave TIM10 inh -6, tim23-1 inh 5, tim10-1 inh 18, UPR CHOP act -0.1, UPR XBP1 act 2, 697 NFkB inh -3, Mdm2-MdmX inh -14 and Jurkat NFkB inh 0.
Screening CCC(=O)Nc1ccc(S(=O)(=O)N2CCc3ccccc32)cc1 returned TIM10 inh 12, tim23-1 inh 25, tim10-1 inh 11, UPR CHOP act 2.7, UPR XBP1 act -6, 697 NFkB inh -10, Mdm2-MdmX inh 23 and Jurkat NFkB inh -3.
For O=C(C[n+]1ccccc1)N/N=C/c1ccccc1Cl the results were TIM10 inh -5, tim23-1 inh -12, tim10-1 inh -15, UPR CHOP act -0.2, UPR XBP1 act 0, 697 NFkB inh 16, Mdm2-MdmX inh 18 and Jurkat NFkB inh -9.
Screening O=C(C1CCCN1S(=O)(=O)c1ccc(Cl)cc1)N1CCN(c2ccccc2)CC1 (stereo not drawn) returned TIM10 inh 1, tim23-1 inh 21, tim10-1 inh 11, UPR CHOP act -1.0, UPR XBP1 act -4, 697 NFkB inh 12, Mdm2-MdmX inh 2 and Jurkat NFkB inh 5.
Screening Cc1ccc(O)c(CNc2nccs2)c1 returned TIM10 inh -22, tim23-1 inh 8, tim10-1 inh -15, UPR CHOP act 4.6, UPR XBP1 act 0, 697 NFkB inh 2, Mdm2-MdmX inh 9 and Jurkat NFkB inh -3.
For Cc1ccc(C23CC4CC(CC(C(=O)OCC(=O)NC5CCS(=O)(=O)C5)(C4)C2)C3)cc1 (stereo not drawn) the results were TIM10 inh 14, tim23-1 inh 16, tim10-1 inh 16, UPR CHOP act -3.9, UPR XBP1 act -2, 697 NFkB inh -20, Mdm2-MdmX inh -4 and Jurkat NFkB inh -32.
COc1cccc(NC(=O)Nc2ccc3c(c2)OCO3)c1 was read as TIM10 inh 8, tim23-1 inh -5, tim10-1 inh -25, UPR CHOP act 6.7, UPR XBP1 act 3, 697 NFkB inh -85, Mdm2-MdmX inh -50 and Jurkat NFkB inh -96.
For O=C(NCCCO)c1cc2c([nH]c3ccccc32)c(-c2ccccc2)n1 the results were TIM10 inh 27, tim23-1 inh 35, tim10-1 inh 22, UPR CHOP act 3.9, UPR XBP1 act 1, 697 NFkB inh 15, Mdm2-MdmX inh 49 and Jurkat NFkB inh -1.
`CN1C2=NCCN2C(=O)c2cc(Cl)ccc21` gave TIM10 inh 3, tim23-1 inh -11, tim10-1 inh -15, UPR CHOP act 0.3, UPR XBP1 act -1, 697 NFkB inh 3, Mdm2-MdmX inh 9 and Jurkat NFkB inh 1.
Screening CC(C)Oc1ccc(CN2CCC(n3nccc3NC(=O)CCc3ccccc3)CC2)cc1 returned TIM10 inh 12, tim23-1 inh 1, tim10-1 inh -13, UPR CHOP act -1.6, UPR XBP1 act -5, 697 NFkB inh -12, Mdm2-MdmX inh 33 and Jurkat NFkB inh 16.
CCn1c(SCC(=O)N(C)CC(=O)Nc2ccc(OC)cc2)nnc1-c1ccco1 was read as TIM10 inh -5, tim23-1 inh -9, tim10-1 inh -15, UPR CHOP act 2.9, UPR XBP1 act -4, 697 NFkB inh 8, Mdm2-MdmX inh -17 and Jurkat NFkB inh 10.
Cc1ccc2nc(-c3ccccc3Cl)cc(C(=O)Nc3cc(C)on3)c2c1 was read as TIM10 inh 4, tim23-1 inh 37, tim10-1 inh 26, UPR CHOP act 1.2, UPR XBP1 act -5, 697 NFkB inh -1, Mdm2-MdmX inh 29 and Jurkat NFkB inh -13.
COc1ccc(-n2nc3ccc(NS(C)(=O)=O)cc3n2)cc1Cl was read as TIM10 inh -5, tim23-1 inh 23, tim10-1 inh 9, UPR CHOP act 3.2, UPR XBP1 act 4, 697 NFkB inh -50, Mdm2-MdmX inh 10 and Jurkat NFkB inh -14.
Screening CCOC(=O)c1[nH]c2ccc(F)cc2c1NC(=O)CN1CCc2cc(OC)c(OC)cc2C1 returned TIM10 inh 37, tim23-1 inh 26, tim10-1 inh 20, UPR CHOP act -0.4, UPR XBP1 act -3, 697 NFkB inh -11, Mdm2-MdmX inh 11 and Jurkat NFkB inh -3.
Screening O=C1/C(=C\c2ccco2)CCC/C1=C\c1ccco1 returned TIM10 inh 30, tim23-1 inh 48, tim10-1 inh 38, UPR CHOP act 4.4, UPR XBP1 act 4, 697 NFkB inh -17, Mdm2-MdmX inh -44 and Jurkat NFkB inh 15.
For CN(C)CCNC(=O)Cn1nc(C(F)F)cc1C1CC1 the results were TIM10 inh -8, tim23-1 inh -3, tim10-1 inh 18, UPR CHOP act 0.6, UPR XBP1 act 1, 697 NFkB inh -2, Mdm2-MdmX inh 0 and Jurkat NFkB inh -10.
Screening O=C(NC1CCCCC1)c1ccccc1C(F)(F)F returned TIM10 inh 1, tim23-1 inh 9, tim10-1 inh 7, UPR CHOP act 0.2, UPR XBP1 act -2, 697 NFkB inh 15, Mdm2-MdmX inh 5 and Jurkat NFkB inh -5.
c1coc(-c2nnc3sc(-c4cccs4)nn23)c1 was read as TIM10 inh 2, tim23-1 inh 29, tim10-1 inh 36, UPR CHOP act 1.3, UPR XBP1 act -1, 697 NFkB inh 2, Mdm2-MdmX inh -3 and Jurkat NFkB inh 0.
For COc1ccc(N2CCN(c3nc4c(c(=O)n(C)c(=O)n4C)n3Cc3ccccc3)CC2)cc1 the results were TIM10 inh 8, tim23-1 inh 14, tim10-1 inh 12, UPR CHOP act -2.7, UPR XBP1 act -4, 697 NFkB inh 14, Mdm2-MdmX inh 14 and Jurkat NFkB inh -6.
Screening Cc1ccc(NC(=O)c2nc[nH]c2C(=O)N2CCC(C)CC2)cc1 returned TIM10 inh 5, tim23-1 inh 19, tim10-1 inh 16, UPR CHOP act -0.5, UPR XBP1 act 0, 697 NFkB inh 16, Mdm2-MdmX inh 1 and Jurkat NFkB inh 18.

Arranged by molar mass (descending): part of the list above
For COc1ccc(N2CCN(c3nc4c(c(=O)n(C)c(=O)n4C)n3Cc3ccccc3)CC2)cc1 the results were TIM10 inh 8, tim23-1 inh 14, tim10-1 inh 12, UPR CHOP act -2.7, UPR XBP1 act -4, 697 NFkB inh 14, Mdm2-MdmX inh 14 and Jurkat NFkB inh -6.
Screening Cc1ccc(NC(=O)c2nc[nH]c2C(=O)N2CCC(C)CC2)cc1 returned TIM10 inh 5, tim23-1 inh 19, tim10-1 inh 16, UPR CHOP act -0.5, UPR XBP1 act 0, 697 NFkB inh 16, Mdm2-MdmX inh 1 and Jurkat NFkB inh 18.
For CN(C)CCNC(=O)Cn1nc(C(F)F)cc1C1CC1 the results were TIM10 inh -8, tim23-1 inh -3, tim10-1 inh 18, UPR CHOP act 0.6, UPR XBP1 act 1, 697 NFkB inh -2, Mdm2-MdmX inh 0 and Jurkat NFkB inh -10.

(more compounds)
`Cc1cccc(N(C)C(=O)CCS(=O)(=O)c2cc3c(cc2Cl)NC(=O)CO3)c1` gave TIM10 inh 10, tim23-1 inh 18, tim10-1 inh 22, UPR CHOP act 0.3, UPR XBP1 act 0, 697 NFkB inh -25, Mdm2-MdmX inh 12 and Jurkat NFkB inh -6.
For CCN(Cc1cc(=O)n2ccsc2n1)c1cccc2ccccc12 the results were TIM10 inh -4, tim23-1 inh -5, tim10-1 inh 5, UPR CHOP act 3.1, UPR XBP1 act 0, 697 NFkB inh -15, Mdm2-MdmX inh 14 and Jurkat NFkB inh -13.
Screening Cc1cccc(Cc2nnc(CCC(=O)N(C)C3CCOC3)o2)c1 (stereo not drawn) returned TIM10 inh 16, tim23-1 inh 8, tim10-1 inh -7, UPR CHOP act 3.3, UPR XBP1 act -2, 697 NFkB inh -14, Mdm2-MdmX inh -11 and Jurkat NFkB inh -19.
For COc1cc(CN2CCC(n3nccc3NC(=O)c3ccc4c(c3)OCO4)CC2)ccc1O the results were TIM10 inh 12, tim23-1 inh 15, tim10-1 inh 7, UPR CHOP act 0.5, UPR XBP1 act -6, 697 NFkB inh -6, Mdm2-MdmX inh 17 and Jurkat NFkB inh 12.
Screening Cc1ccc(N(C(=O)c2snc(C(N)=O)c2N)C(C(=O)NCc2ccccc2)c2ccncc2)c(C)c1 (stereo not drawn) returned TIM10 inh 8, tim23-1 inh 26, tim10-1 inh 16, UPR CHOP act 0.8, UPR XBP1 act 1, 697 NFkB inh 12, Mdm2-MdmX inh 7 and Jurkat NFkB inh 24.
Screening Cc1cc(=O)n2[nH]c(-c3ccccc3Cl)cc2n1 returned TIM10 inh 0, tim23-1 inh -4, tim10-1 inh 13, UPR CHOP act 8.0, UPR XBP1 act 1, 697 NFkB inh -54, Mdm2-MdmX inh -15 and Jurkat NFkB inh -13.
`O=P(O)(CCc1ccncc1)CN1CCCCC1` gave TIM10 inh 13, tim23-1 inh 10, tim10-1 inh 7, UPR CHOP act -0.5, UPR XBP1 act -1, 697 NFkB inh 4, Mdm2-MdmX inh -7 and Jurkat NFkB inh 7.
